PriA SSB inh – blocks PriA binding to SSB C-terminal tail; AlphaScreen SSBct-PriA binding, biotinylated peptide; inhibition, % at 33 µM; 430,000 compounds, 0.6% hits; AID 1272365; in the data active = inhibition mostly above about 37%, no sharp cut-off; inactive = mostly below about 20%;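 also: plate controls were negative control peptide for no effect and reference peptide for full effect; strong numbers were not always called active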
Yp Topo-I inh – Y. pestis Topo-I inhibition via cleavage products | Y. pestis Topo-I cleavage product accumulation, plate reader | 360,000 compounds, 0.064% hits | AID 504884 | activity, % at 10 µM; in the data active = activity above about 50%, passing the limit was not always enough; inconclusive = no clear call, values can overlap the other calls; also: inactives centre near 2
SARS 3CLpro inh – SARS-CoV 3CLpro protease inhibition. recombinant SARS-CoV 3CLpro, quenched FRET peptide cleavage. inhibition, % at 6 µM. 290,000 compounds, 0.14% hits. AID 1706; in the data active = inhibition above about 12%
Rv3671c protease – inhibits the M. tuberculosis serine protease Rv3671c; 320,000 compounds, 0.048% hits; inhibition, % at 5.96 µM; in the data active = inhibition above about 38%;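 also: extracellular domain of Rv3671c used as enzyme; 0% = enzyme with DMSO and 100% = no enzyme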
Target sequence (P9WHR9 whole entry, looked up, the tested form may be a part): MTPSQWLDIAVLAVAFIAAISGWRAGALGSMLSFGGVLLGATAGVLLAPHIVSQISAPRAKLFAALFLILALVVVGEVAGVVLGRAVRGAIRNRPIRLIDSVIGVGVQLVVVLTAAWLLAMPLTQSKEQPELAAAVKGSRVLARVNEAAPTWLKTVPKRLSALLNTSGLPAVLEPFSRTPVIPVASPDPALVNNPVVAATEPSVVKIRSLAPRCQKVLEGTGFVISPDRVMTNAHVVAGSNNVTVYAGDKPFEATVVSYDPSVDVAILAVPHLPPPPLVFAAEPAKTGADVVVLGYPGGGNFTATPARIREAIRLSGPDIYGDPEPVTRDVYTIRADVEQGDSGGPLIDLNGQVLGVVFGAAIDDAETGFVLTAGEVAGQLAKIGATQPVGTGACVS
TcdB GH inh – blocks C. difficile toxin B glycohydrolase activity | AID 652162 | 350,000 compounds, 0.24% hits | inhibition, % at 9.99 µM | TcdB glycohydrolase enzymatic assay, plate reader | P18177; in the data active = inhibition above about 10%
Vc quorum ag – quorum light induction in luxS cqsA deficient V. cholerae; V. cholerae BH1578 lux reporter, luminescence, 6 h; activation, % at 18.7 µM; 350,000 compounds, 0.16% hits; AID 588436; in the data active = activation mostly above about 9.7%, no sharp cut-off; inconclusive = no clear call, values can overlap the other calls; inactive = mostly below about 3.7%; also: not every result past the cut was called active; inactives centre near 0; reference of the scale not given here
VHR inh abs – inhibitors of human VHR1 phosphatase (DUSP3); P51452; recombinant VHR phosphatase, pNPP absorbance; inhibition, % at 13.3 µM; 290,000 compounds, 0.52% hits; AID 1654; in the data active = inhibition above about 50%; also: some compounds called inactive have numbers as strong as hits
Target sequence (P51452 whole entry, looked up): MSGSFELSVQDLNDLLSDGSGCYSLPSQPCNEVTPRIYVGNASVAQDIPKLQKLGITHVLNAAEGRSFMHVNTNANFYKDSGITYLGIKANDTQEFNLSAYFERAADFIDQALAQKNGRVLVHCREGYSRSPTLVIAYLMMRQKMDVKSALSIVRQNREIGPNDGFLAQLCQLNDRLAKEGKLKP
Anthrax LF inh2 – anthrax lethal factor protease inhibition | AID 588501 | 360,000 compounds, 0.12% hits | P15917 | multiplex microsphere protease cleavage assay, LF | inhibition, % at 10 µM; in the data active = inhibition above about 30%; inconclusive = no clear call, values can overlap the other calls; also: plate controls were buffer without enzyme for full effect and enzyme alone for no effect
PfHsp40 rescue – restores yeast growth despite PfHsp40 toxicity | S. cerevisiae expressing PfHsp40, growth rescue, ATP luminescence | growth rescue, % at 12.5 µM | 340,000 compounds, 0.68% hits | AID 504582; in the data active = growth rescue above about 28%, passing the limit was not always enough; inconclusive = no clear call, values can overlap the other calls;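 also: yeast W303a lacking pdr1 and pdr3 grown in galactose medium; growth measured after three days at 30 °C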
MazF activator – activators of E. coli MazEF toxin-antitoxin RNase; AID 504720; 350,000 compounds, 0.32% hits; FAM/BHQ RNA-DNA oligo cleavage fluorescence, 5 h; activation, % at 20 µM; P0AE70; in the data active = activation above about 50%
Target sequence (P0AE70 whole entry, looked up): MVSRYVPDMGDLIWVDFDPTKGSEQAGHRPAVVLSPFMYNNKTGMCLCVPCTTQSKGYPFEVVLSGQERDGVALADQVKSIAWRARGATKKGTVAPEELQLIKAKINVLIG
* marks the source's active call; other numbers are inactive results; i = inactive; ? = inconclusive; · = no result given; & = joins results of further samples. Only part of the results is shown; count on the stated rates, not on these rows.

SMILES	PriA SSB inh	Yp Topo-I inh	SARS 3CLpro inh	Rv3671c protease	TcdB GH inh	Vc quorum ag	VHR inh abs	Anthrax LF inh2	PfHsp40 rescue	MazF activator
O=S(=O)(c1ccc(Br)s1)N1CCN(CCOc2ccccc2)CC1	-12	13	·	-2	5.4	0.0	·	-13	4.7	-7
Cc1oc(/N=C/c2ccc(F)cc2)c(C#N)c1C	·	5	0	·	0.5	-0.4	5	-3	-0.6	6
CC(C)[C@H](CO)Nc1nc(NCc2ccc(S(N)(=O)=O)cc2)c2ncn(C(C)C)c2n1	5	-1	·	7	-0.2	-0.6	-4	-7	0.1	-8
CCCCSc1nnc(CCC)n1N	-8	2	3	-1	·	-0.7	30	-26	-0.8	-7
COc1ccc(-n2cnnc2SCC(=O)Nc2cccc(S(=O)(=O)N3CCCCC3)c2)cc1	-4	15	0	-13	1.0	4.8	3	-5	0.4	4
CCCS(=O)(=O)N1CCC(C(=O)N2CCN(Cc3ccccc3)CC2)CC1	-11	-10	-4	14	·	i	24	-5	0.6	0
COc1ccc(OC)c(-n2c(-c3ccn[nH]3)n[nH]c2=S)c1	-5	-3	-1	3	1.1	-0.4	23	6	0.0	5
CCCC/C=C1/CCC(CN(C)C)C1=O (centres undefined)	1	10	·	·	·	i	·	-1	-0.9	2
CCOC(=O)/C(=C\Nc1ccccc1C(F)(F)F)Sc1ncc(C(F)(F)F)cc1Cl	-12	7	2	6	·	-1.4	11	-3	-1.6	-3
COc1ccc2c(C)cc(SC3CCOC3=O)nc2c1 (centres undefined)	1	3	3	-6	1.1	-0.4	17	-3	-0.6	7
COCCn1c(SCc2cc(C(C)=O)ccc2OC)nc2cc(Cl)ccc2c1=O	-12	2	0	6	·	-0.2	4	-2	1.0	-5
CS(=O)(=O)c1ccc2nc(NC(=O)C3=NN(c4ccccc4)C(=O)CC3)sc2c1	-5	-2	3	-3	1.1	i	-3	-3	-1.3	-6
Cc1cc(O)c(C(=O)/C=C/c2ccccc2)c(=O)o1	-8	-2	5	·	0.5	-10	-26	2	-0.8	12
CC(=O)N1CCc2cc(S(=O)(=O)N3CCc4ccccc4C3)ccc21	-10	7	4	4	·	i	9	2	-0.6	7
COc1ccc(NC(=O)Nc2cccc3c2O[C@H](CN(C)C(=O)NC(C)C)[C@@H](C)CN([C@H](C)CO)C3=O)cc1	2	?	·	7	0.7&1.8	i	·	-1	0.4	1
Cc1oc(-c2ccc(Cl)cc2)nc1CS(=O)CC(=O)NCCN1CCCCCC1 (centres undefined)	13	-4	1	-4	1.4	-1.1	77	-2	-0.8	13
COc1ccc(OC)c(NC(=O)c2ccccc2NC(=O)c2ccco2)c1	5	0	-1	4	1.1	-0.8	28	0	1.3	12
CCN1CCN(CCCNC(=O)c2ccc3c(c2)NC(=O)c2ccccc2S3)CC1	1	-7	3	-3	0.6	-0.4	28	-3	-0.7	8
Cc1cccc(C)c1NC(=O)CCS(=O)(=O)c1cccc2nonc12	-5	-6	-4	3	1.0	-0.1	6	-6	-2.4	16
CSCCC(C(=O)Nc1ccc2c(c1)OCO2)N1C(=O)c2ccccc2C1=O (centres undefined)	11	2	-8	9	·	-0.1	6	-1	-0.6	-4
C[C@@H]1CN([C@H](C)CO)C(=O)CCCn2nncc2CO[C@H]1CN(C)C(=O)c1ccc(N2CCN(C)CC2)cc1	·	5	·	·	0.7&0.3	-0.6	·	-8	·	2
Cc1cccc2c1cnn2C(=O)CCC(=O)NC1CCCCC1	-2	4	-5	-5	-6.2	0.5	37	-5	0.3	1
Clc1ccccc1OCc1nn2c(-c3ccncc3)nnc2s1	-8	-7	1	-10	·	i	2	-2	-0.1	15
CC(C)(C)c1ccc(C(=O)Oc2ccc3c(c2)OCC3=O)cc1	-16	-6	-3	-2	·	-1.3	33	2	1.0	-3
COC(Cn1c(-c2cccc(S(=O)(=O)N(C)C)c2)n[nH]c1=S)OC	12	-8	1	6	2.7	0.9	4	-3	0.4	3
O=C(CO/N=C/c1ccccc1OC(F)F)NCc1ccco1	i	-4	2	-10	0.9	-0.2	7	-2	3.1	-5
CCOC(=O)c1c(NC(=O)N/N=C/c2ccccc2OCC)sc(C(C)=O)c1C	i	2	-7	·	0.8	-0.3	7	0	-1.9	-12
O=C(NN1C(=O)C2CC=C(Cl)CC2C1=O)c1ccncc1 (centres undefined)	-7	1	0	6	0.0	-0.4	15	5	-1.0	5
Cc1cc(NC(=O)c2cc(CC(C)C)on2)no1	2	-2	2	-4	0.5	-0.2	-2	-3	0.5	8
O=C(NC1CCN(S(=O)(=O)c2ccccc2)CC1)c1ccccc1	-12	0	2	-2	1.4	-0.6	30	-10	3.8	11
Cc1ccsc1-c1nc(CSCC(=O)N2CCC3(CC2)OCCO3)c(C)o1	-1	11	-1	-1	·	-0.6	40	-1	-1.2	1
CSCCNC(=O)C1(C)CCN1C(=O)C/C=C/c1ccccc1 (centres undefined)	·	0	·	·	-0.9	i	·	-9	·	·
C/C(N)=C(/C#N)C(=O)COC(=O)C1Cc2ccccc2CN1S(C)(=O)=O (centres undefined)	7	2&-4	-7	3	-0.1	i	6	-5&-2	-2.2&1.4	5&-5
O=C(O)CNS(=O)(=O)c1cc(Cl)c(Cl)cc1Cl	-10	28	8	5	·	·	26	2	-0.7	-1
COc1ccc(C2NC(=O)N(C)C3=C2C(=O)CC(C)(C)C3)cc1OC (centres undefined)	5	-6	1	-15	-1.0	-0.1	0	-3	0.5	0
O=C(Nc1ccc(OC(=O)N2CCCC2)cc1)N1CCOCC1	1&-4	-5	-3	0	-0.3	-0.5	-18	2	0.6	6

Part of the list above, showing only Vc quorum ag.
smiles | Vc quorum ag
C/C(N)=C(/C#N)C(=O)COC(=O)C1Cc2ccccc2CN1S(C)(=O)=O (centres undefined) | i
Cc1cc(NC(=O)c2cc(CC(C)C)on2)no1 | -0.2

As entered above.
PfHsp40 rescue, Cc1cc(NC(=O)c2cc(CC(C)C)on2)no1 : 0.5
Rv3671c protease, Cc1ccsc1-c1nc(CSCC(=O)N2CCC3(CC2)OCCO3)c(C)o1 : -1
Rv3671c protease, C/C(N)=C(/C#N)C(=O)COC(=O)C1Cc2ccccc2CN1S(C)(=O)=O (centres undefined) : 3
TcdB GH inh, CSCCNC(=O)C1(C)CCN1C(=O)C/C=C/c1ccccc1 (centres undefined) : -0.9

(cont.)
SMILES	PriA SSB inh	Yp Topo-I inh	SARS 3CLpro inh	Rv3671c protease	TcdB GH inh	Vc quorum ag	VHR inh abs	Anthrax LF inh2	PfHsp40 rescue	MazF activator
O=C(NC(=S)Nc1ccccn1)c1ccccc1	-12	2	-2	-5	-5.5	i	2	-19	0.9	1
Cn1cccc1/C=C1\SC(=S)N(NC(=O)c2cccc(Cl)c2)C1=O	47	-13	5	-14	0.8	-0.3	3	4	1.1	-18
CCOCCCNS(=O)(=O)c1ccc2c(c1)CCN2C(C)=O	5	2	-1	0	·	-3.4	8	-6	0.5	-3
Cc1ccc(S(C)(=O)=N/C=C2\C(=O)c3sccc3N(C)S2(=O)=O)cc1 (centres undefined)	-6	4	-2	-5	2.4	i	10	0	-0.9	3
C=CC[C@H](CC(=O)N(CCO)Cc1ccccc1)C(=O)NCCOC(=O)[C@H](CC=C)CC(=O)OC(C)(C)C	-11	5	·	0	0.7	1.1	·	0	-1.4	11
C/C=C/C=C/C(=O)N1CC2(CC(c3cccc(NC(=O)/C=C/C)c3)=NO2)C[C@@H]1C(N)=O (some centres undefined)	-8	9	·	5	0.7	-0.3	4	6	-0.8	5
O=C(Cc1ccccc1F)NCC(c1ccco1)N1CCCCC1 (centres undefined)	0	3	3	-7	0.4	-1.3	47	1	-0.4	-7
Nc1nonc1-c1nc2ccccc2n1CC(=O)O	-8	-1	-5	5	·	-0.5	11	-2	0.8	4
COc1ccc(-c2ccc3oc(-c4ccc(OC)cc4)c(C#CCO)c3c2)cc1	-1	-1	·	-8	0.9	-0.9	·	2	0.9	-8
CCN(c1cccc(C)c1)S(=O)(=O)c1ccc2c(c1)N(C(C)=O)CCS2	-4	13	0	-7	1.1	-0.2	48	-1	0.0	5
Cc1cccc(NC(=O)c2ccc(C)c(S(=O)(=O)N3CCCCC3)c2)n1	3	14	·	1	1.2	-1.9	·	1	0.3	5
CSc1nc(-c2ccccc2)nn1S(=O)(=O)c1ccc(Cl)cc1	2	4	3	1	·	1.4	-25	2	0.4	-1
Cc1c(Cl)cccc1NS(=O)(=O)c1cccc2nsnc12	16	-9	2	-7	0.5	i	24	-2	0.1	6
CCCN(C(=O)CSCc1c(C)noc1C)c1c(N)n(Cc2ccccc2)c(=O)[nH]c1=O	-1	6	·	4	2.0	-0.4	·	2	0.0	-8
Oc1ccc(Cl)cc1CNCc1ccc(Cl)cc1	2	17	·	-5	2.1	i	·	-39	-0.5	3
O=C(CN1C(=O)NC2(CCCCCCC2)C1=O)Nc1cccc(Br)c1	9	-6	·	-19	-2.9	i	·	0	-1.1	5
CCN1C(=NCC2CC2)N[C@@H](c2cccc(C(F)(F)F)c2)C(C(=O)OC)=C1C	11	-1	-4	-2	·	i	5	-10	-1.4	-32
O=C(CCc1ccc(S(=O)(=O)N2CCOCC2)cc1)OCC(=O)c1ccc(Br)cc1	-12	8	·	-5	1.0	i	·	·	2.6	-4
CCN(CC(=O)Nc1c(F)cccc1F)C(=O)c1csc2c1CCCC2	-4	1	·	4	0.5	i	·	?	0.4	-3
COc1ccc(NC(=O)C(=O)NCCCn2ccnc2)cc1	0	-9	0	-10	0.7	i	10	0	-0.3	1
Nn1c(SCC(=O)Nc2nccs2)nnc1-c1ccco1	-11&-17	2	·	·	-1.4	i	·	5	-0.7	4
Cc1ccc(NC(=O)CN2CCCC2c2cccs2)cc1S(=O)(=O)N1CCCCC1 (centres undefined)	-1	39	·	-11	1.0	-0.6	·	-1	-1.9	-5
COc1cccc(C(=O)NC2CCN(CC(=O)Nc3ccccc3Cl)CC2)c1	2	3	-8	-11	0.4	i	·	16	0.0	4
CCCCC(=O)Nc1ccc(C(=O)NNC(=O)CCCOc2ccc(Cl)cc2Cl)cc1	-11	2	-2	-24	1.9	-0.3	22	2	-0.4	-15
Cc1cccc(-n2ncc3c(N(C)C4CCCCC4)ncnc32)c1	-48	7	·	-2	0.9	-0.3	14	-6	3.4	10
CCOC(=O)/C(N)=C/c1ncc(C(F)(F)F)cc1Cl	-8	-6	-6	-1	·	1.4	0	1	-0.8	4
NC(=O)c1c(NC(=O)c2ccccc2)sc2c1CCCC2	-12	5	8	-5	0.5	0.9	40	-10	-0.1	-8
Cc1cc(C(F)(F)F)c2c(N)c(C(=O)NC3CC3)sc2n1	1	-9	5	1	1.0	12	10	5	-1.0	-2
CC(C)c1cccc(C(C)C)c1O	-7	0	·	2	-10.0	-0.8	·	-1	-2.2	6
CSCCC(NC(=O)c1ccc([N+](=O)[O-])cc1Cl)C(=O)OC1CCCCC1=O (centres undefined)	9	-8	-2	1	-1.0	-0.1	28	-3	-0.1	2
Cc1cccc(C(=O)c2ccccc2C(=O)O)c1	-10	7	-6	1	-0.8	-0.9	-2	6	-0.3	-5
O=C(CSc1nnc(Nc2ccccc2F)s1)NCc1ccco1	-9	-8	4	·	·	2.1	19	2	-0.9	-14
CCCCn1c(N)c(N(CCC(C)C)C(=O)c2ccccc2C)c(=O)[nH]c1=O	-6	-4	-1	-8	2.3	i	-22	-16	-1.3	1
COc1cc(F)ccc1-c1csc(C(O)c2ccccc2)n1 (centres undefined)	·	4	·	·	0.9	-0.6	·	-3	·	·
O=c1ccc(-c2n[nH]c(=S)n2-c2ccc(F)c(Cl)c2)n[nH]1	-13	2	-4	5	2.7	-1.8	22	-4	52*	-12
CC1(C)C2CCC1(CS(=O)(=O)NCc1ccc(S(N)(=O)=O)cc1)C(=O)C2 (centres undefined)	-10	16	-1	1	0.9	-0.5	-12	0	0.1	4

Assay outcomes as filed in PubChem.
